SRC2 TRFRET art: TR-FRET artefact, counter-screen to PPARgamma/SRC-2 agonist assay; TR-FRET ratio at 8 µM; actives 0.4% (n = 200,000); stronger effect = higher value; in the data active = TR-FRET ratio above about 2000; also: inactives centre near 1500
TNAP act hiacc: increases human TNAP activity under high phosphate acceptor concentration | P05186 | purified TNAP, CDP-star luminescence, 1 M DEA, 30 min; stronger effect = higher value; 0 = EDTA background, 1 = DMSO-only activity | activation factor at 20 µM | 200,000 tested, under 10 active | AID 1136;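 active = activation factor at least 2 at 20 µM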
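system = human TNAP | amount = enzyme diluted 1/800 final | reagent = 100 µM CDP-star substrate | signal = luminescent substrate turnover signal | dosing = one dose, 20 µM | benchmarks = EDTA negative control, DMSO positive control | measure = activation factor | timing = 30 min reaction, room temperature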
PPARg SRC-1 ag: PPARgamma-driven SRC-1 recruitment agonism; P37231; PPARgamma-SRC-1 coactivator recruitment biochemical assay; activation, % at 8 µM; actives 0.41% (n = 200,000); in the data active = activation above about 19%;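 also: 0% = DMSO and 100% = reference agonist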
Target sequence (P37231 whole entry, looked up): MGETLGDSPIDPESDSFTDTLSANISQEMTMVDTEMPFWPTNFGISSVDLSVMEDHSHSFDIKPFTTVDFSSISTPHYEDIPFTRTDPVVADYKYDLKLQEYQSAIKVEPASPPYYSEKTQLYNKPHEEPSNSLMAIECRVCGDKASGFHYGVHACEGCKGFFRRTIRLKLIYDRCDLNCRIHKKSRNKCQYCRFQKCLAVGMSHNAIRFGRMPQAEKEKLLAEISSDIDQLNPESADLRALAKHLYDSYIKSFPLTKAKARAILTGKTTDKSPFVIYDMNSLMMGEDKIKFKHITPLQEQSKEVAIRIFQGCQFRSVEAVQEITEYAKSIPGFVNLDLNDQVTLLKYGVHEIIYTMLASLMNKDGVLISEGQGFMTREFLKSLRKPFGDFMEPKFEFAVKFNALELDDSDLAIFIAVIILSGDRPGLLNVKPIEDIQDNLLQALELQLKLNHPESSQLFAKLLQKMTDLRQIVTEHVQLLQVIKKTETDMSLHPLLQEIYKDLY
ROMK mod: modulates human ROMK potassium channel activity. Tet-inducible ROMK, thallium flux fluorescence; actives lie on both sides. B-score at 10 µM. actives 2% (n = 130,000);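 active = signal ratio slope over the read window, or its plate-corrected B-score, at least 3 SD from the plate mean, either direction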;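 also: B-score of the F/F0 ratio slope over 7 to 12 s after thallium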
STAT1 inh: inhibitors of IFN-gamma induced STAT1 signaling; NIH 3T3 STAT1-luciferase reporter, luminescence; inhibition, % at 5.5 µM; actives 0.35% (n = 200,000);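 active = inhibition above a set limit, the mean inhibition across all tested compounds plus 3 SD, cut at about 34% in these data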;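 also: 0% = IFN-gamma with DMSO and 100% = IFN-gamma with 300 µM nifuroxazide; values of inactives mirror those of a sister screen read the other way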
bIAP act: intestinal alkaline phosphatase (bovine) activation; activation factor at 20 µM; actives 0.17% (n = 200,000); purified bovine IAP, CDP-star luminescence, 30 min; stronger effect = higher value; fold of DMSO-control signal, blank-subtracted; AID 1016;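 active = activation factor of 2 or more at 20 µM, a signal rise over negative controls twice the positive control's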
STAT3 blocker: STAT3 signaling inhibition; U3A cells, IL-6 STAT3-luciferase reporter, luminescence; host cell line lacks STAT1; inhibition, % at 5.5 µM; actives 0.89% (n = 190,000);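 active = inhibition above the mean inhibition across all screened compounds plus 3 SD, cut at about 44% in these data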;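 also: 0% = DMSO only wells and 100% = 100 µM nifuroxazide control wells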
PPARg SRC3 recr: promotes SRC-3 coactivator recruitment by human PPARgamma | activation, % at 8 µM | AID 731 | P37231 | biochemical PPARgamma/SRC-3 coactivator recruitment assay | actives 0.26% (n = 200,000); in the data active = activation above about 23%;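 also: 0% = DMSO and 100% = reference agonist; some compounds past the cut are filed as inactive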
bIAP inh: intestinal alkaline phosphatase (bovine) inhibition; purified bovine IAP, CDP-star luminescence, 30 min; inhibition, % at 20 µM; 190,000 tested, under 10 active; AID 1019;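 active = over 50% inhibition of intestinal alkaline phosphatase at 20 µM in the single-dose screen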
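Incubation: 30 min reaction at room temperature / Material: purified bovine intestinal alkaline phosphatase (IAP) enzyme / Input: enzyme at 1/65,000,000 dilution / Dosing: 20 µM single dose / Signal: CDP-star luminescence signal / Reagent: CDP-star chemiluminescent phosphatase substrate, 30 µM final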
STAT3 activator: STAT3 signaling activation | AID 871 | activation (% of control), % at 5.6 µM | U3A cells, IL-6 STAT3-luciferase reporter, luminescence; 100% = signal with IL-6 EC80 alone | actives 0.91% (n = 190,000);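 active = activation above the screen-wide mean of compound activation plus 3 SD, cut at about 130% in these data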;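 also: 0% = background luminescence of wells with medium and substrate only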
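system = STAT3-luciferase reporter U3A cells | reagent = IL-6 stimulus at 33 ng/mL final | timing = 1 h compound pre-exposure, 6 h IL-6 stimulation, 37 °C | measured by = luminescence | evaluation = % activation versus median of IL-6-stimulated wells | control set = IL-6-only wells as 100% reference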
PPARg SRC2 recr: promotes SRC-2 coactivator recruitment by human PPARgamma; P37231; actives 0.34% (n = 200,000); activation, % at 8 µM; PPARgamma LBD-SRC-2 recruitment, biochemical; in the data active = activation above about 22%;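 also: 0% = vehicle and 100% = reference agonist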
An asterisk follows results filed as active; · = not tested or not shown. The order is random; any-hit rate near 3.7%.

SMILES	SRC2 TRFRET art	TNAP act hiacc	PPARg SRC-1 ag	ROMK mod	STAT1 inh	bIAP act	STAT3 blocker	PPARg SRC3 recr	bIAP inh	STAT3 activator	PPARg SRC2 recr
Cc1occc1C(=O)Nc1nnc(C(F)(F)F)s1	1669	1	10	·	-4	1	9	5	3	98	10
C/C(CC(=O)Nc1ccc(N(C)C)cc1)=N\NC(=O)c1ccc([N+](=O)[O-])cc1Cl	1577	0.9	6	-0.12	-6	1.1	-5	4	-5	106	6
COc1ccccc1/C=C/C(=O)c1c2c(c(C)[nH]c1=O)CCCC2	1489	1	1	-1.1	25	1.1	18	5	-8	90	2
CCCOC(=O)c1c(-c2ccc(C)cc2C)csc1NC(=O)C1C2CCC(O2)C1C(=O)O (stereo unspecified)	1332	1	-1	0.15	1	0.9	-1	3	7	105	-2
CCCN(CCC)S(=O)(=O)c1ccc(C(=O)Nc2nnc(-c3cc(OC)cc(OC)c3)o2)cc1	1562	1	-2	·	-7	1.1	5	10	-8	100	-5
N#C/C(=C\c1c[nH]c2ccccc12)C(=O)NCC1CCCO1 (stereo unspecified)	1549	1	2	1.2	-23	1.1	26	4	-12	81	-2
Cc1ccc([C@@H]2C3COCC=C3C(C#N)=C(N)C2(C#N)C#N)o1 (stereo partly specified)	1328	1.1	1	-4.5*	-9	0.9	6	-1	9	101	-4
Cc1ccc(N2C(=O)c3ccc(N)cc3C2=O)cc1C	1605	1	-3	-0.00081	-45	1	2	-6	3	101	5
CC1(C)CCc2c([nH]c3ccccc3c2=O)O1	1589	1	6	0.097	1	1.1	10	0	-11	93	6
Cc1cc(NC(=O)c2cc(-c3ccccn3)nc3ccccc23)no1	1603	1.1	1	-0.022	7	0.9	18	-4	13	90	2
CCn1c(C)nc2c1C(=O)c1ccccc1C2=O	1742	1	3	·	4	0.9	-3	8	9	107	5
COc1cc(/C=N/NC(=O)C(=O)/C=C2\NC3(CCCC3)Cc3ccccc32)ccc1O	1567	0.9	5	·	-3	0.9	-9	-5	13	103	-2
CC1NC2(C(=O)N(Cc3ccccc3)c3ccccc32)C2C(=O)N(c3ccccc3)C(=O)C12 (stereo unspecified)	1423	1	2	·	0	1	7	8	-2	98	1
COc1cc(CNCc2ccccn2)ccc1OCc1ccc(Cl)cc1	1516	1	11	·	-7	0.9	9	6	12	96	5
Cc1ccc(OCC(=O)NC2CCCC2)c(C)c1	1401	1	1	·	-21	0.9	20	10	8	86	11
CC(=O)Nc1cc(C(=O)OC(C(=O)c2ccccc2)c2ccccc2)ccc1C (stereo unspecified)	1590	1	3	0.38	-2	1	1	7	-3	105	-2
CC(SC#N)C(=O)C12CC3CC(CC(C3)C1)C2 (stereo unspecified)	1530	0.9	-2	0.44	16	1	10	2	1	93	8
CCN(CC)C(=O)CSc1nc2ccccc2c(=O)n1OC(C)C	1648	1	0	0.092	0	1	3	0	2	98	6
Cc1c(C(=O)Nc2ccc3c(c2)OCCO3)sc2nc(-c3ccccc3)cn12	1714	1	2	-0.74	34*	1.1	51*	14	-5	59	4
CCOC(=O)c1c(CN2CCN(CCO)CC2)n(C)c2cc(Br)c(OC)cc12	1423	1	0	-1.5	-1	1	15	-6	-1	93	-2
CCOc1ccc(NC(=S)NC2CC3CCC(C2)N3Cc2ccco2)cc1 (stereo unspecified)	1777	1	6	-0.7	-3	1	-1	9	0	104	11
CCc1c(C)nc(N)c(C#N)c1-c1ccccc1	1635	1	4	-0.81	12	1	-1	-1	-3	103	-1
CCOC(=O)N1CCC(n2c(=S)[nH]c3cc(OCC)c(OCC)cc3c2=O)CC1	1559	1	-3	0.022	-1	1.1	5	-1	-5	99	-5
O=c1c2ccccc2oc2nc3ccn(Cc4ccncc4)c(=O)c3cc12	1507	1	-7	·	-2	1	34	3	-3	74	2

In the list so far, these contain sulfur:
SMILES	SRC2 TRFRET art	TNAP act hiacc	PPARg SRC-1 ag	ROMK mod	STAT1 inh	bIAP act	STAT3 blocker	PPARg SRC3 recr	bIAP inh	STAT3 activator	PPARg SRC2 recr
Cc1occc1C(=O)Nc1nnc(C(F)(F)F)s1	1669	1	10	·	-4	1	9	5	3	98	10
CCCOC(=O)c1c(-c2ccc(C)cc2C)csc1NC(=O)C1C2CCC(O2)C1C(=O)O (stereo unspecified)	1332	1	-1	0.15	1	0.9	-1	3	7	105	-2
CCCN(CCC)S(=O)(=O)c1ccc(C(=O)Nc2nnc(-c3cc(OC)cc(OC)c3)o2)cc1	1562	1	-2	·	-7	1.1	5	10	-8	100	-5
CC(SC#N)C(=O)C12CC3CC(CC(C3)C1)C2 (stereo unspecified)	1530	0.9	-2	0.44	16	1	10	2	1	93	8
CCN(CC)C(=O)CSc1nc2ccccc2c(=O)n1OC(C)C	1648	1	0	0.092	0	1	3	0	2	98	6
Cc1c(C(=O)Nc2ccc3c(c2)OCCO3)sc2nc(-c3ccccc3)cn12	1714	1	2	-0.74	34*	1.1	51*	14	-5	59	4
CCOc1ccc(NC(=S)NC2CC3CCC(C2)N3Cc2ccco2)cc1 (stereo unspecified)	1777	1	6	-0.7	-3	1	-1	9	0	104	11
CCOC(=O)N1CCC(n2c(=S)[nH]c3cc(OCC)c(OCC)cc3c2=O)CC1	1559	1	-3	0.022	-1	1.1	5	-1	-5	99	-5

Screening data deposited in PubChem by several laboratories.
